Screening data deposited in PubChem by Southern Research Specialized Biocontainment Screening Center.
influenza NS1A = NS1A inhibition, H1N1 influenza, cell based functional assay (AID 504329); NS1A functional cell-based assay, percent inhibition; higher % means a stronger effect; one-dose inhibition, % at 12.5 µM; IC50 in µM for titrated hits; 340,000 tested, 0.3% active; in the data active means a potency from the dose series; inconclusive means inhibition above about 27% without an active follow-up result; further: strong numbers were not always called active
inhibitors of VEEV = inhibitors of VEEV TC-83 cytopathic effect, confirmation, Vero cells (AID 588727). Vero cells, VEEV TC-83 cytopathic effect inhibition; higher % means a stronger effect. 350,000 tested, 0.13% active. one-dose inhibition, % at 20 µM; IC50 in µM for titrated hits; in the data active means a potency from the dose series; inconclusive means inhibition mostly from about 14% at the one dose, without a potency; inactive means the rest, 99 in 100 with inhibition below about 12%; further: strong numbers were not always called active
M. tuberculosis HTS = M. tuberculosis growth inhibition, HTS (AID 449762); M. tuberculosis H37Rv growth inhibition, 7H9 media; higher % means a stronger effect; 330,000 tested, 0.59% active; inhibition, % at 25 µM; hits with a dose series show IC50 in µM; in the data active means a potency from the dose series; inconclusive means inhibition above about 70% without an active follow-up result;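 further: bacterial growth assessed after seven days of incubation; strong numbers were not always called active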
M. tuberculosis = growth inhibition of non-replicating M. tuberculosis (AID 488890). Mycobacterium tuberculosis non-replicating, growth inhibition; higher % means a stronger effect. inhibition, % at 25 µM; hits with a dose series show IC50 in µM. 320,000 tested, 0.39% active; in the data active means a potency from the dose series; inconclusive means inhibition mostly from about 82% at the one dose, without a potency; inactive means the rest, 99 in 100 with inhibition below about 76%;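 further: plate controls were DMSO cells for no effect and high antibiotic wells for full effect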
PhoP GFP inhibition = Inhibition of PhoP regulon, Salmonella typhi GFP reporter cells, confirmation, 4 h (AID 1850); Salmonella Typhi PhoP-promoter GFP reporter, fluorescence, 4 h; higher % means a stronger effect; one-dose inhibition, % at 50 µM; IC50 in µM for titrated hits; 310,000 tested, 0.33% active; in the data active means a potency from the dose series; inconclusive means inhibition mostly from about 25% at the one dose, without a potency; inactive means the rest, 99 in 100 with inhibition below about 19%;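 further: 0% = induced wells with vehicle and 100% = uninduced wells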
inhibitors of VEEV 10K pilot screen = second read-out of inhibitors of VEEV, no call of its own (marks repeat the call); inhibition, %; measured here: 10K pilot screen inhibition
Starred values were filed as active, the others as inactive; i = inactive; ? = inconclusive; / = not tested or not shown.

SMILES | influenza NS1A | inhibitors of VEEV | M. tuberculosis HTS | M. tuberculosis | PhoP GFP inhibition | others
CC(C)(C#CC(O)(c1ccccc1)c1ccccc1)N1CCCCC1 | -9.0% | i | 0.0% | 10.4% | 4.4%
O=C(/C=C/c1ccccc1[N+](=O)[O-])NC1CCCC1 | -7.5% | i | -7.5% | -13.9% | -4.5%
Cc1ccc(N(C=NC#N)CC(=O)N2CCN(c3ccccc3)CC2)cc1 | 2.3% | 1.6% | -9.9% | 5.1% | 1.0%
CCN(Cc1ccccc1)C(=O)CSc1nc(C)cc(=O)[nH]1 | -0.5% | 1.9% | -0.8% | / | -26.6%
CCN1CCN(C(=O)CN(c2ccccc2C)S(C)(=O)=O)CC1 | 1.9% | 6.0% | -4.4% | -14.9% | 7.0%
Cc1ccc(C(=O)C(OC(=O)CN2C(=O)c3ccccc3C2=O)c2ccccc2)cc1C (centres undefined) | 0.7% | 1.4% | 1.6% | -5.9% | 2.8%
O=C(NC1CCCc2ccccc21)c1cc(S(=O)(=O)N2CCOCC2)ccc1F (centres undefined) | -3.1% | i | -4.7% | 10.3% | -0.1%
CSc1ccc(S(=O)(=O)NCc2ccc(Cl)cc2Cl)cc1 | 7.6% | i | -10.6% | 9.4% | -2.2%
CCc1cccc(C)c1NC(=S)NCC(c1cccnc1)N(C)C (centres undefined) | 5.7% | 1.1% | 1.5% | 7.8% | 9.2%
CCc1nnc(SCC(=O)Nc2ccccc2)n1CC1CCCO1 (centres undefined) | -11.7% | 3.3% | 0.3% | -11.9% | -5.2%

Already shown: an excerpt of the list.
SMILES | influenza NS1A | inhibitors of VEEV | M. tuberculosis HTS | M. tuberculosis | PhoP GFP inhibition | others
CSc1ccc(S(=O)(=O)NCc2ccc(Cl)cc2Cl)cc1 | 7.6% | i | -10.6% | 9.4% | -2.2%
CCc1cccc(C)c1NC(=S)NCC(c1cccnc1)N(C)C (centres undefined) | 5.7% | 1.1% | 1.5% | 7.8% | 9.2%
CCc1nnc(SCC(=O)Nc2ccccc2)n1CC1CCCO1 (centres undefined) | -11.7% | 3.3% | 0.3% | -11.9% | -5.2%

(next part)
SMILES | influenza NS1A | inhibitors of VEEV | M. tuberculosis HTS | M. tuberculosis | PhoP GFP inhibition | others
Nc1nc(SCC(=O)Nc2ccc(S(N)(=O)=O)cc2)n[nH]1 | -6.4% | i | 6.7% | 12.0% | -8.9%
O=C(Nc1cc(=O)[nH]c(=O)[nH]1)c1cccc(Br)c1 | -0.5% | i | 3.3% | 28.1% | -0.9%
Cc1cccc(C2=NNC(=O)C(c3ccc(Cl)cc3)C2)c1 (centres undefined) | -5.4% | 3.2% | 5.4% | -1.5% | 7.0%
O=C(Cc1c[nH]c2ccccc12)N1CCN(S(=O)(=O)c2ccc(Cl)cc2)CC1 | -4.7% | 8.6% | / | / | /
CCOC(=O)c1c(C)[nH]c(C)c1S(=O)(=O)N(C)CC(=O)N1CCN(c2ccc(OC)cc2)CC1 | 5.2% | 2.1% | 4.0% | 25.5% | 4.2%
O=C(NCc1n[nH]c(=O)c2ccccc12)C1CC(=O)N(c2ccccc2)C1 (centres undefined) | -13.4% | 1.1% | 1.4% | -12.2% | -1.5%
O=C(COC(=O)c1ccc(O)cc1O)NC1CCS(=O)(=O)C1 (centres undefined) | -12.0% | 0.5% | -7.3% | -23.9% | 6.2%
CC1=CCC2C(=O)N(c3ccc(Br)cc3C)C(=O)C2C1 (centres undefined) | 4.1% | 5.5% | -2.1% | 1.6% | 3.3%
CC(C)=N/N=c1\scc(C)n1Cc1ccco1 | -2.2% | i | -4.2% | -6.5% | 6.3%
CCCc1nc2c(s1)CCc1onc(-c3ccc(OC)cc3)c1-2 | -9.8% | 4.3% | 1.8% | 19.7% | 6.2%

Structural class, the entries above with an aryl thioether with sulfur outside any ring.
SMILES | influenza NS1A | inhibitors of VEEV | M. tuberculosis HTS | M. tuberculosis | PhoP GFP inhibition | others
CCN(Cc1ccccc1)C(=O)CSc1nc(C)cc(=O)[nH]1 | -0.5% | 1.9% | -0.8% | / | -26.6%
CSc1ccc(S(=O)(=O)NCc2ccc(Cl)cc2Cl)cc1 | 7.6% | i | -10.6% | 9.4% | -2.2%
CCc1nnc(SCC(=O)Nc2ccccc2)n1CC1CCCO1 (centres undefined) | -11.7% | 3.3% | 0.3% | -11.9% | -5.2%
Nc1nc(SCC(=O)Nc2ccc(S(N)(=O)=O)cc2)n[nH]1 | -6.4% | i | 6.7% | 12.0% | -8.9%

The list continues.
SMILES | influenza NS1A | inhibitors of VEEV | M. tuberculosis HTS | M. tuberculosis | PhoP GFP inhibition | others
CC(Oc1ccc2ccc(=O)oc2c1)C(=O)NC1CC(C)(C)NC(C)(C)C1 (centres undefined) | -7.4% | 1.4% | 2.4% | -3.2% | 6.6%
CCOC(=O)CN1C(=O)C(C)(C)Oc2ccc(C(=O)Nc3ccccc3)cc21 | -0.1% | 1.9% | 3.4% | 8.4% | -3.9%
Cc1cccc(CN(CC(=O)N/N=C/c2cccs2)S(=O)(=O)c2ccc(Cl)cc2)c1 | 2.6% | 6.3% | 1.9% | 15.2% | 4.6%
CC1CCC2(CC1)NC(=O)N(CC(=O)Nc1ccc3c(c1)OCCCO3)C2=O (centres undefined) | -4.0% | 1.9% | -2.0% | 27.5% | /
c1ccc(Nc2nc(NCC3CCCO3)c3ccccc3n2)cc1 (centres undefined) | 2.4% | 3.2% | 68.3% | 79.3% | 5µM*
Cc1noc(C)c1S(=O)(=O)N(C)C[C@H]1Oc2ccc(NC(=O)C3CCCCC3)cc2C(=O)N([C@H](C)CO)C[C@@H]1C | 7.4% | 0.1% | -7.5% | 18.3% | /
O=C(NCCc1cccc(C(F)(F)F)c1)C1CCC(=O)N(C2CC2)C1 (centres undefined) | -5.2% | 1.1% | -14.4% | -16.7% | -8.9%
CCCCCCC1(C)NC(=S)N(c2ccccc2)N1 (centres undefined) | -6.3% | 1.1% | ? | -9.5% | 8.1%
COc1cc(OC)c(-c2nn3c(C4CCCCC4)nnc3s2)cc1OC | 2.2% | i | ? | 41.0% | 2.3%
COc1cccc(C(=O)Oc2cc3c4c(c2)C(C)=CC(C)(C)N4C(=O)C3=O)c1 | 19.9% | 2.5% | 62.0% | ? | 5.3%
O=C(CSc1ccc(-c2ccco2)nn1)NCCc1ccccc1 | -1.7% | 0.7% | -4.9% | 39.4% | 9.6%
O=C(O)/C(=C\c1cccc(F)c1)c1ccc(S(=O)(=O)N2CCCCC2)s1 | -2.6% | 1.4% | -6.5% | 13.5% | -4.9%
COCCn1c(SCCCC(=O)c2ccc(Br)cc2)nnc1-c1ccncc1 | -0.2% | 0.2% | -0.6% | 34.1% | -4.6%
CCCN(CCC)CCCn1c(=O)[nH]c2ccccc21 | -18.2% | i | -5.7% | -5.1% | 7.1%
Cn1c(CNC(=O)c2ccccc2F)nnc1SCc1ccc(F)cc1 | -2.2% | i | 2.2% | 23.9% | -24.1%
Cc1ccccc1NC(=S)N/N=C/C(C)c1ccccc1 (centres undefined) | -5.1% | 0.5% | -3.8% | -6.3% | 5.0%
CN(CCNS(=O)(=O)c1ccc2c(c1)oc(=O)n2C)Cc1ccccc1 | 0.8% | 1.1% | -1.8% | -23.3% | -6.9%
Cc1ccc(NC(=O)C2CCN(S(C)(=O)=O)CC2)cc1C | -1.3% | 0.7% | -23.8% | -10.0% | -16.9%
OCC1(Cc2cccc(F)c2)CCN(Cc2ccc3cccc(F)c3n2)CC1 | -15.0% | 2.4% | 0.8% | 20.6% | -7.4%
CCOC(=O)c1cc2sccc2n1CC(=O)Nc1ccc(OC)c(OC)c1 | -2.7% | 0.7% | 4.7% | 11.6% | 6.7%
Cc1cc(O)cc(O)c1C(=O)Cc1ccccc1 | -1.5% | 0.3% | 4.9% | 15.0% | -5.5%
Cc1ccccc1OCCCn1c(=O)sc2ccccc21 | 6.3% | i | -1.5% | 41.7% | 2.6%
CCN(CC)C(=O)[C@H]1CC(CC(=O)NCCC2=CCCCC2)C(=O)N2CCc3c([nH]c4ccccc34)[C@]12C (some centres undefined) | 6.0% | 0.5% | 3.3% | 30.9% | /
Cn1nnnc1SCC(=O)Nc1ccccc1C(=O)NCc1ccccc1 | 0.4% | 1.3% | 3.0% | 7.7% | 2.4%
Cc1sc(NC(=O)C2CCCC2)c(C#N)c1C | 12.8% | i | -0.7% | 32.6% | 1.1%
c1nc(NC2CCCC2)c2[nH]cnc2n1 | -4.1% | 2.2% | 0.9% | / | -3.0%
CCOc1ccc(Br)cc1S(=O)(=O)Nc1ccc(C(=O)Nc2ccccc2OC)cc1 | 2.5% | 3.9% | -9.9% | 23.3% | -7.5%
Cc1c(NC(=O)C(C)OC(=O)c2cccs2)c(=O)n(-c2ccccc2)n1C (centres undefined) | 8.4% | i | -4.8% | 1.8% | -5.6%
CCCn1c(SCC(=O)NCc2ccco2)nc2c1c(=O)n(C)c(=O)n2C | -7.4% | i | -14.4% | -3.7% | -6.8%
CCOc1ccc2cc(C#N)c(SCC(=O)N3CCOCC3)nc2c1 | 1.1% | 3.0% | ? | 15.7% | -8.4%
CC1Cc2ccccc2N1S(=O)(=O)c1cccc(C(=O)N2Cc3ccccc3CC2C(N)=O)c1 (centres undefined) | -4.2% | 7.4% | -7.4% | 27.8% | /
COc1ccccc1-c1noc(-c2ccncc2)n1 | -1.6% | 1.4% | -2.3% | -20.6% | 7.1%
C[C@@H]1O[C@@H](O[C@@H]2[C@@H](O)[C@H](OCCc3ccc(O)c(O)c3)O[C@H](CO)[C@H]2OC(=O)/C=C/c2ccc(O)c(O)c2)[C@H](O)[C@H](O)[C@H]1O | -1.7% | 0.2% | 11.3% | 9.3% | / | inhibitors of VEEV 10K pilot screen=0.5
COC(=O)C1=C(C)N(Cc2ccccc2)C(=NCc2ccc3c(c2)OCO3)N[C@H]1c1ccccc1 | 10.9% | 4.4% | 25.4% | ? | /
c1ccc2c(c1)CC1(CCCC1)n1nnnc1-2 | -11.4% | 1.2% | -4.5% | -5.3% | 3.6%
Cc1cc(C)n(CC(O)CN2c3ccccc3Sc3ccccc32)n1 (centres undefined) | -4.7% | 0.5% | 11.6% | 22.8% | -0.9%
COc1cc(/C=C/C(=O)Nc2cccc(S(=O)(=O)NC3=NCCCCC3)c2)ccc1OCC#N | 1.1% | ? | 26.0% | 20.7% | 1.1%
O=C(c1ccco1)N1CCN(c2ccc(S(=O)(=O)N3CCCC3)cc2)CC1 | -7.9% | 0.9% | 0.5% | -1.3% | -0.4%
Cc1ccc(S(=O)(=O)NCC(=O)OCC(=O)Nc2ncc(Cl)cc2Cl)cc1 | -0.4% | i | -1.4% | -17.2% | 12.2%
Cc1cc(S(=O)(=O)N2CCCCC2CCNC(=O)C(=O)NCC2CCCO2)ccc1F (centres undefined) | -6.4% | 1.0% | -1.9% | 4.8% | -2.1%
CCn1cc(CN2CCN(CCC(C)C)C(CCO)C2)c2ccccc21 (centres undefined) | 0.1% | i | 5.4% | 46.7% | 4.1%
COc1ccc(NC(=O)CSCC(=O)Nc2cc(Cl)ccc2N2CCOCC2)cc1 | -0.3% | 8.5% | 11.4% | 15.4% | 12.0%
O=C(c1ccccc1)N1CCN(C(=O)N2CCCCC2)CC1 | -2.4% | 0.5% | -0.9% | -1.1% | 1.5% | inhibitors of VEEV 10K pilot screen=0.5
C/C(=N/NC(=O)c1cccs1)c1cccc(N)c1 | -4.1% | 1.4% | -0.5% | ? | 0.7%
Cc1ccc(Sc2ncccc2COC(=O)Nc2ccccc2)cc1 | -1.9% | 3.6% | 65.5% | 26.4% | -0.3%
CCN1CCCC(OC(=O)c2cc(-c3ccccc3Cl)nc3ccccc23)C1 (centres undefined) | 2.1% | 0.3% | 4.7% | -11.9% | -2.3%
COCCNC(=S)Nc1cc2oc3ccccc3c2cc1OC | -11.8% | 6.6% | 1.3% | ? | -5.6%
CC1(C)Cc2cccc(OCC(N)=O)c2O1 | -1.1% | 1.2% | 3.3% | -6.4% | 10.3%
COC(=O)C1=C(C(=O)c2ccc(C)cc2)C(c2ccccc2)n2nnnc2N1 (centres undefined) | 7.4% | 0.9% | 4.7% | 27.7% | 2.9%
CCOc1ccc(NC(=S)NC(=O)/C=C/c2ccc(OC)cc2)c([N+](=O)[O-])c1 | -7.4% | i | 1.5% | -14.7% | 9.1%
O=C(NNC(=O)c1ccccc1Cl)c1cc2cc(OC(F)(F)F)ccc2[nH]1 | -1.8% | 0.7% | 8.9% | 8.7% | -2.4%
CN(c1ccc(F)cc1)S(=O)(=O)c1ccc(Cl)c(C(=O)NCc2ccco2)c1 | -8.8% | 3.5% | 3.9% | 5.2% | /
